# Source: PubChem BioAssay
# Eya2 inh = blocks the phosphatase activity of human Eya2 | AID 488837 | O00167 | 0.006% of 330,000 active | Potency, µM (highest dose often 76.9 µM), without a hit: top-dose activity, negative = inhibition, actives largely listed as inhibitors | recombinant Eya2, OMFP fluorescence dephosphorylation (OMFP is methylfluorescein phosphate); note: potency is the fitted concentration of half-maximal effect; % is set by controls: 0 for no effect and ±100 for the full control effect
#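 Eya2 protein (added as 0.2 uM solution) was preincubated with compound for 10 min at ambient temperature in 50 mM HEPES pH 7.5, 50 mM NaCl, 5 uM MgCl2, 0.05% BSA, 1 mM DTT. OMFP (added at 50 uM) then reacted 10 min; fluorescence read at 485/525 nm.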
# USP2a inh = inhibitors of human ubiquitin-specific protease USP2a | O75604 | USP2 core, Ub-CHOP2 coupled fluorogenic reporter, 485/531 | Potency, µM (doses to about 38.3 µM), without a hit: top-dose activity change, negative = inhibition, actives largely listed as inhibitors | 0.01% of 330,000 active | AID 463254;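 note: potency is the fitted concentration of half-maximal effect; plate controls were DMSO wells for no effect and full inhibition by NEM control for full effect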
#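 USP2 core (10nM final) preincubated 30min RT with compound in 20mM Tris-HCl pH 8.0, 2mM CaCl2, 2mM beta-mercaptoethanol, 0.05% CHAPS; 25nM Ub-CHOP2 plus 25nM reporter substrate added, fluorescence (Ex485/Em531) read after 60min.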
# Tb PFK inh = T. brucei PFK enzyme inhibition; T. brucei PFK, ADP-Glo luminescence; Potency, µM (top dose mostly 57.5 µM), for inactives: at the highest dose activity, negative = inhibition, actives largely listed as inhibitors; 0.17% of 330,000 active;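 note: potency is the fitted concentration of half-maximal effect; 0% = uninhibited 1x PFK enzyme wells and -100% = no-enzyme wells; nearly all actives have a fitted effect of over 60% in size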
#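 In TEA buffer at pH 8.0 with 5 mM MgCl2, enzyme (1.25 nM) converted F6P (0.5 mM) and ATP (0.1 mM) for 45 min at room temperature. ADP product was read by luciferase luminescence.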
# TSHR antag = antagonists of human thyroid stimulating hormone receptor. 0.2% of 330,000 active. activity change, negative = inhibition, % at 11.5 µM. TSHR-expressing cells, TSH-stimulated cAMP HTRF, 2 h; stronger effect = lower value;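 active = activity change below a set negative limit, meaning inhibition stronger than a set level, cut at about -70% in these data; inconclusive = activity change between two set negative limits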; note: % is set by controls: 0 for no effect and ±100 for the full control effect
#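 Cell-based HTRF cAMP assay; TSHR cells + compound, TSH EC80 (4nM final), 2 h, 37 deg C. Lysis with anti-cAMP cryptate and cAMP-d2, 30 min RT, read 665/620 nm.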
# uPA surface inh = cell surface uPA generation inhibition; cell surface uPA generation assay, qHTS; Potency, µM (series often up to 38.3 µM), without a hit: top-dose activity change, negative = inhibition, usual class: inhibitors; 0.31% of 330,000 active; AID 540303; active = well fitted inhibition curve with a large enough effect; inconclusive = small, poorly fitted or top-dose-only effect; inactive = no such curve, though single readings can be large or run the other way; tested in mouse RAW 264.7 cells; note: potency is the fitted concentration of half-maximal effect; % is set by controls: 0 for no effect and ±100 for the full control effect; nearly all actives have a fitted effect of over 55% in size
# ELG1 repair inh = ELG1-dependent DNA repair inhibition; HEK293T ELG1-luciferase reporter, luminescence, 16 h; DNA damage induced by 5-fluorouridine; Potency, µM (top dose mostly 46.1 µM), inactives show at the top dose activity change, negative = inhibition, actives largely listed as inhibitors; 2.3% of 330,000 active; note: potency is the fitted concentration of half-maximal effect; % is set by controls: 0 for no effect and ±100 for the full control effect; nearly all actives have a fitted effect of over 55% in size
#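 Quantitative HTS, concentration-response format. 2,000 cells/well co-treated with 5-fluorouridine and compound, 16 hr in 5% CO2 at 37 °C; ONE-Glo luminescence read after 30 min.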
# BCR signal inh = chronic active BCR signaling inhibition | 0.05% of 340,000 active | Potency, µM (titrated, usually from 46.1 µM), for inactives: at the top dose ratio change, negative = lower green/red ratio, hits mostly inhibitors | ABC-DLBCL IkBa-CBG/CBR reporter, luminescence ratio, 4 h | AID 493014; active = well fitted inhibition curve with a large enough effect in the signal ratio, with a control signal flat, not every such curve was filed as active; inconclusive = small, poorly fitted or top-dose-only effect, or effect the other way, or a change in a side signal; the % refers to the signal ratio;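 note: potency is the fitted concentration of half-maximal effect; plate controls were basal doxycycline-induced cells for no effect and cells given 10 µM MG132 for full effect; MG132 reads +100%, hits lower the ratio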
#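 Concentration-response series (up to 46 uM) were applied to TMD8 dual-reporter cells for 4 h at 37C with doxycycline. Green/red ratio, after filter-overlap correction, defined %Activity; red signal alone was normalised to basal cells and zero luminescence.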
# Mito fusion yeast = inhibitors of mitochondrial division or activators of mitochondrial fusion; S. cerevisiae fusion-defective mutant growth rescue, CellTiterGlo 48 h; Potency, µM (highest dose often 46.1 µM), for inactives: at the highest dose growth rescue (activation), actives largely listed as activators; 0.23% of 320,000 active; AID 485298;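 note: potency is the fitted concentration of half-maximal effect; % of control where 0% means no effect; nearly all actives have a fitted effect of over 45% in size; temperature-sensitive fusion mutants such as fzo1-1 at 37 °C on non-fermentable ethanol glycerol medium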
#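 Luminescent cell viability in 1536-well qHTS format served as the measure of rescued growth in ts fusion-mutant S. cerevisiae cultured on non-fermentable YPEG for 48 hours at 37C.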
# B2AR arrestin = recruits beta-arrestin to the human beta2-adrenergic receptor; beta-arrestin recruitment to beta2AR, cell-based reporter; Potency, µM (doses to about 46.1 µM), without a hit: top-dose activation, usual class: activators; P07550; 0.02% of 330,000 active;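 note: potency is the fitted concentration of half-maximal effect; 0% = DMSO controls and full agonism = EC100 isoproterenol or metaproterenol; nearly all actives have a fitted effect of over 65% in size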
# Target sequence (P07550 whole entry, looked up): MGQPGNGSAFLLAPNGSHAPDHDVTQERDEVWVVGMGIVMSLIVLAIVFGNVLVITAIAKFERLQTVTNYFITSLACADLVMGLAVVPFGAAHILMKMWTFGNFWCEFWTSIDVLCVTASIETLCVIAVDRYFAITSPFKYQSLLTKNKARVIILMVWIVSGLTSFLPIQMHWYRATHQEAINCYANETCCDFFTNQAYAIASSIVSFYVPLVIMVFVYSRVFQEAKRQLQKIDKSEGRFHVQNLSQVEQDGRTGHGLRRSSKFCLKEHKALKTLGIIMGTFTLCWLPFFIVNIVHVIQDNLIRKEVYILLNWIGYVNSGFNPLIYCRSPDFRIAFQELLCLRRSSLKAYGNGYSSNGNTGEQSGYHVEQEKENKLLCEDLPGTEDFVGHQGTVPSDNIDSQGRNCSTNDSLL
# TSG101-PTAP inh = blocks PTAP/TSG101 interaction to inhibit HIV-1 budding; Q99816; AID 493005; 340,000 tested, under 10 active; Potency, µM (highest dose often 115 µM), for the others: top-dose activity change, negative = inhibition, most hits filed as inhibitors; Fluorescence polarization, FITC-PTAP peptide / Tsg101 binding; active = well fitted inhibition curve with a large enough effect in the main read-out, with a control signal flat, not every such curve was filed as active; inconclusive = small, poorly fitted or top-dose-only effect, or effect the other way, or a change in a side signal; inactive = no such curve, though single readings can be large or run the other way; note: potency is the fitted concentration of half-maximal effect; % of control where 0% means no effect
# Target sequence (Q99816 whole entry, looked up): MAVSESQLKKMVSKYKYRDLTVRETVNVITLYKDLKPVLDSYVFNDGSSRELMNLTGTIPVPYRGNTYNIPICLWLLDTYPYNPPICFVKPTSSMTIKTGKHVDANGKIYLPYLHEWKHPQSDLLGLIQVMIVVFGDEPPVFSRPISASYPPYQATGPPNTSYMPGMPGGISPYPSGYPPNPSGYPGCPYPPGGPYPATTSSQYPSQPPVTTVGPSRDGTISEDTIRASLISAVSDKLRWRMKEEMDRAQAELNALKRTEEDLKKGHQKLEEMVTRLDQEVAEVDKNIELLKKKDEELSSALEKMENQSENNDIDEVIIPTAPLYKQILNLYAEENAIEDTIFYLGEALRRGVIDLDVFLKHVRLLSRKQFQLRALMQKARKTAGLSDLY
#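 Steps: Tsg101 binding domain dispensed (10 uM final), compounds pinned in DMSO, FITC-labeled PTAP-motif peptide added (50 nM final); after 20 min binding at room temperature, polarization measured.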
# TCR act = activates T cell receptor signaling; Potency, µM (doses to about 9.22 µM), inactives show at the highest dose activation of IL-2 secretion, most hits filed as activators; AID 504894; primary human leukocytes, anti-CD3, IL-2 HTRF, 48 h; 330,000 tested, under 10 active; note: % of control where 0% means no effect
#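 IL-2 release read by HTRF sandwich (Eu cryptate donor, d2 acceptor, 665 nm emission) after 48 hr exposure of primary human leukocytes to compound together with anti-CD3 beads in the absence of co-stimulatory signals.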
# The depositor's hits bear a star; ? = inconclusive; . = not tested or not shown; [ ] = another dose, or the depositor's remark. Unless noted, calls come from the whole dose curve; as a rule, active = well fitted curve in the direction sought with a large enough effect; inconclusive = small, poorly fitted or top-dose-only effect, or another doubt; inactive = no such curve, though single readings can be large; an effect the other way counts as inactive or inconclusive.
SMILES,Eya2 inh,USP2a inh,Tb PFK inh,TSHR antag,uPA surface inh,ELG1 repair inh,BCR signal inh,Mito fusion yeast,B2AR arrestin,TSG101-PTAP inh,TCR act
O=C1CN(C(=O)N[C@@H](Cc2ccccc2)C(=O)N[C@H](C(=O)O)c2ccccc2)c2ccccc2N1,-7%,4%,2%,3,5%,17%,-2%,3%,0.5%,-9%,2%
CC(=O)c1ccc(N(CC(=O)NC2CCS(=O)(=O)C2)S(=O)(=O)c2ccc(C)cc2)cc1 (configuration not stated),-19%,0%,1%,4,-5%,10%,?,.,0.4%,1%,2%
O=C(NCc1cccnc1)C1CCC(CNS(=O)(=O)c2ccc(Cl)cc2)CC1 (configuration not stated),20%,0%,-5%,-6,2%,-6%,6%,16%,0.2%,-4%,.
CCc1nc(SCc2ccc(F)cc2)[nH]c(=O)c1C#N,3%,-2%,-2%,-20,6%,-16%,?,3%,-2.2%,-8%,0%[46.1 µM]
CC1=C(O)C(=O)OC1c1c(Cl)cccc1Cl (configuration not stated),-3%,0%,2%,-1,-2%,-15%,-4%,-4%,0.4%,1%,-4%
CSc1cccc(NC(=O)c2cc(S(=O)(=O)N3CCc4ccccc43)cn2C)c1,-4%,3%,-4%,-17,-13%,?,10%,5%,0.1%,-4%,-4%
C[C@H]1CN=C(N(C)C)N1CCc1cccc(F)c1,-13%,2%,5%,-1,-2%,2%,-10%,-7%,-0.8%,-6%,2%
CN(C)S(=O)(=O)c1ccc(C(=O)Nc2nnc(-c3ccco3)o2)cc1,8%,2%,1%,8,-2%,?,?,-2%,0.0%,-1%,-3%
COc1cc(OC)cc(C(=O)N=c2sc3ccccc3n2C)c1,0%,0%,1%,9,-19%,?,-1%,-7%,0.1%,0%,-3%
Cc1cccc(C)c1N(CC(=O)NC1CCCCC1)C(=O)c1csnn1,0%,-5%,-22%,48,15%,15%,2%,8%,-0.3%,-1%,-1%
COc1ccc(NC(=O)c2sc3nc(C)cc(C)c3c2N)cc1,-3%,0%,-1%,-14,-13%,?,?,3%,0.2%,-3%,4%
Cc1cc(C)cc(N=C2SC(CC(=O)Nc3ccccc3)C(=O)N2CCN2CCOCC2)c1 (configuration not stated),-2%,4%,0%,0,-2%,?,-1%,-11%,0.0%,-1%,-1%
O=C(NCc1ccco1)/C(=C\c1cccs1)NC(=O)c1ccco1,4%,0%,1%,-3,-1%,0%,-3%,-3%,0.0%,-3%,3%
O=C1NC2(NN1c1ccccc1)C1CC3CC(C1)CC2C3 (configuration not stated),11%,5%,-3%,-14,1%,0%,?,-4%,0.1%,0%,-5%
Cc1ccc(C(=O)N2CCc3ccccc32)cc1[N+](=O)[O-],-3%,-1%,0%,-12,2%,-13%,9%,5%,0.5%,-5%,4%
COc1ccc(OC)c(CNc2ccc([N+](=O)[O-])cc2C)c1,-3%,-6%,2%,-8,-4%,-30%,7%,0%,-0.2%,-2%,-2%
Cn1c(CN2CCOCC2)nnc1SCC(=O)NC1CCCCC1,10%,3%,0%,-1,-3%,11%,-18%,-5%,0.2%,-4%,-6%[46.1 µM]
Cc1ccc(-c2csc(NC(=O)C3=NN(C4CCS(=O)(=O)C4)C(=O)CC3)n2)cc1 (configuration not stated),?,6%,-1%,-5,1%,2%,0%,3%,-0.4%,-5%,-13%
O=C(NC1CCCc2ccccc21)C1CCCN(S(=O)(=O)c2cnc[nH]2)C1 (configuration not stated),2%,-1%,3%,0,6%,-2%,-4%,0%,0.3%,1%,-8%
O=C(NC1=NCCS1)c1ccc(Cl)c(S(=O)(=O)N2CCc3ccccc32)c1,-4%,-2%,2%,5,2%,?,-18%,26%,0.0%,-6%,4%
COc1ccccc1N1CCN(C(=O)c2ccc(NC3=NC4CS(=O)(=O)CC4S3)cc2)CC1 (configuration not stated),2%,2%,-1%,13,-17%,7%,-22%,1%,0.0%,1%,5%
CCCCOc1ccc(/C(O)=C2/C(=O)C(=O)N(CCN(C)C)C2c2ccc(O)c(OC)c2)cc1 (configuration not stated),-8%,-1%,4%,-5,-1%,8%,?,-9%,0.3%,-4%,-2%
CC(C)c1ccc(NC(=O)COC(=O)[C@H](CCC(N)=O)NC(=O)c2ccc(F)cc2)cc1,-4%,1%,-7%,-13,-2%,?,2%,-7%,-0.7%,-7%,-7%[46.1 µM]
O=C(Nc1cccc2oc(=O)ccc12)c1ccc([N+](=O)[O-])cc1[N+](=O)[O-],10%,5%,2%,0,?,-22%,-1%,-1%,-0.9%,-7%,6%[46.1 µM]
CCc1ccccc1NS(=O)(=O)c1c(C(=O)N2CCCCCC2)c(C)n(C)c1C,4%,1%,2%,12,4%,4%,2%,-12%,0.3%,-5%,-6%
COC(=O)c1cccc(NC(=O)COC(=O)CSc2nc(C)cc(C)n2)c1,?,3%,-6%,-11,.,15%,3%,2%,-0.1%,-4%,.
O=C(COc1ccc(Br)cc1)Nc1ccc(Cc2ccncc2)cc1,-9%,-8%,?,-41,-1%,-12%,12%,11%,0.3%,-8%,3%
CCOC(=O)N1CCN(C(=O)C2CC(=O)N(c3ccccc3)C2)CC1 (configuration not stated),-5%,1%,-8%,7,1%,2%,-1%,-1%,-1.2%,.,-3%
COc1ccc(CCNC(=O)C(=O)NCC2OCCN2S(=O)(=O)c2ccc3c(c2)OCCO3)cc1 (configuration not stated),2%,-2%,-7%,35,-8%,?,1%,6%,0.3%,-1%,5%
Cn1c(=O)[nH]c(=O)c2c1nc(SCCN1CCCCC1)n2CCCc1ccccc1,18%,-1%,?,-2,3%,-25%,1%,8%,0.1%,-9%,2%
Oc1cccc(N2Cc3ccccc3C2)c1,3%,3%,0%,0,-7%,?,3%,9%,3.4%,-4%,0%
CN(C(=O)Cn1c(=O)oc2cc(S(=O)(=O)N3CCCC3)ccc21)C1CCCCC1,8%,0%,1%,22,3%,1%,0%,0%,0.0%,-4%,-1%

# 8 neighbouring entries already listed:
SMILES,Eya2 inh,USP2a inh,Tb PFK inh,TSHR antag,uPA surface inh,ELG1 repair inh,BCR signal inh,Mito fusion yeast,B2AR arrestin,TSG101-PTAP inh,TCR act
COc1ccc(OC)c(CNc2ccc([N+](=O)[O-])cc2C)c1,-3%,-6%,2%,-8,-4%,-30%,7%,0%,-0.2%,-2%,-2%
Cn1c(CN2CCOCC2)nnc1SCC(=O)NC1CCCCC1,10%,3%,0%,-1,-3%,11%,-18%,-5%,0.2%,-4%,-6%[46.1 µM]
Cc1ccc(-c2csc(NC(=O)C3=NN(C4CCS(=O)(=O)C4)C(=O)CC3)n2)cc1 (configuration not stated),?,6%,-1%,-5,1%,2%,0%,3%,-0.4%,-5%,-13%
O=C(NC1CCCc2ccccc21)C1CCCN(S(=O)(=O)c2cnc[nH]2)C1 (configuration not stated),2%,-1%,3%,0,6%,-2%,-4%,0%,0.3%,1%,-8%
O=C(NC1=NCCS1)c1ccc(Cl)c(S(=O)(=O)N2CCc3ccccc32)c1,-4%,-2%,2%,5,2%,?,-18%,26%,0.0%,-6%,4%
COc1ccccc1N1CCN(C(=O)c2ccc(NC3=NC4CS(=O)(=O)CC4S3)cc2)CC1 (configuration not stated),2%,2%,-1%,13,-17%,7%,-22%,1%,0.0%,1%,5%
CCCCOc1ccc(/C(O)=C2/C(=O)C(=O)N(CCN(C)C)C2c2ccc(O)c(OC)c2)cc1 (configuration not stated),-8%,-1%,4%,-5,-1%,8%,?,-9%,0.3%,-4%,-2%
CC(C)c1ccc(NC(=O)COC(=O)[C@H](CCC(N)=O)NC(=O)c2ccc(F)cc2)cc1,-4%,1%,-7%,-13,-2%,?,2%,-7%,-0.7%,-7%,-7%[46.1 µM]

# Hits appear at their usual frequency; any-hit rate near 3%.
